NCI-60 one-dose screen, 48 h, at 10 µM unless noted. Numbers give growth in % (100 = growth as untreated, 0 = no growth, -100 = all killed).
NCI-H460: NCI-H460 lung cancer; 82,000 compounds, 6.8% hits
NCI-H23: NCI-H23 lung cancer; 80,000 compounds, 4% hits
NCI-H226: NCI-H226 lung cancer; 79,000 compounds, 3.5% hits
NCI/ADR-RES: NCI/ADR-RES ovarian cells; 81,000 compounds, 4.4% hits
IGROV1: IGROV1 ovarian cancer | AID 1794786 | 79,000 compounds, 4.7% hits
COLO 205: COLO 205 colon cancer; 79,000 compounds, 7.3% hits; AID 1794742
SK-OV-3: SK-OV-3 ovarian cancer cells. 80,000 compounds, 3.2% hits. AID 1794785
NCI-H322M: NCI-H322M lung cancer. 80,000 compounds, 2.7% hits
NCI-H522: NCI-H522 lung cancer; AID 1794739; 78,000 compounds, 8% hits
* hit, by the source's call; . = not tested or not shown; & = joins results of further samples; ! = not active in a repeat. Rule for the calls: active = growth percent below 10; inactive = the rest. Not all compounds are listed; count on the stated rates, not on these rows.

A first look:
SMILES	NCI-H460	NCI-H23	NCI-H226	NCI/ADR-RES	IGROV1	COLO 205	SK-OV-3	NCI-H322M	NCI-H522
O=C(c1ccccc1O)c1[nH]c(Cl)c(Cl)c1-n1c(C(=O)c2ccccc2O)cc(Cl)c1Cl	0.8*	-11*	-1.5*	-3.3*	23	-96*	-5.7*	-0.4*	-18*
Cn1c(=O)c2c(nc(NCCCl)n2CC(=O)Nc2ccccc2)n(C)c1=O	107	101	95	104	99	93	79	101	73

The list itself, repeating the preview:
SMILES	NCI-H460	NCI-H23	NCI-H226	NCI/ADR-RES	IGROV1	COLO 205	SK-OV-3	NCI-H322M	NCI-H522
O=C(c1ccccc1O)c1[nH]c(Cl)c(Cl)c1-n1c(C(=O)c2ccccc2O)cc(Cl)c1Cl	0.8*	-11*	-1.5*	-3.3*	23	-96*	-5.7*	-0.4*	-18*
Cn1c(=O)c2c(nc(NCCCl)n2CC(=O)Nc2ccccc2)n(C)c1=O	107	101	95	104	99	93	79	101	73
CC[C@H](C)[C@H](NC(=O)c1ccccn1)C(=O)N(C)[C@H](C[C@@H](OC(C)=O)c1nc(C(=O)NC23C4C5C2C2C3C4C52C(=O)OC)cs1)C(C)C (stereo partly drawn)	103	86	96	93	79	86	115	92	51
c1cc2c(cc1C1(N3CCCC3)CCCCC1)OCO2	105	93	104	101	101	100	113	98	95
CC(Cc1ccccc1)NC(N)=O (stereo not drawn)	106&102	98&99	99&96	101&83	116	117&122	122&108	112&129	96&91
CC(=O)O[C@H]1CC[C@H]2[C@@H]3CC=C4c5nc(Cc6ccccc6)sc5CC[C@]4(C)[C@H]3CC[C@]12C	79	89	87	90	122	47	93	106	69
CC(CC(C#N)(c1ccccc1)c1ccccc1)N1CCOCC1 (stereo not drawn)	112	106	112	106	102	101	109	107	.
COC(=O)CCN1CC1(C)C (stereo not drawn)	106	102	102	110	112	119	117	100	94
COc1ccc(/C=C(/C(=O)N2CCCC2)c2cc(OC)c(OC)c(OC)c2)cc1N	13	42	76	68	51	5.3*	29	48	3.1*
S=C(Cl)Oc1ccccc1	113	103	97	112	104	111	101	93	117

(more compounds)
SMILES	NCI-H460	NCI-H23	NCI-H226	NCI/ADR-RES	IGROV1	COLO 205	SK-OV-3	NCI-H322M	NCI-H522
CC(C)CCC[C@@H](C)C1CCC2C3CCC4=C/C(=N/OC(=O)CCCc5ccc(N(CCCl)CCCl)cc5)CC[C@]4(C)C3CC[C@@]21C (stereo partly drawn)	107	100	105	99	103	114	106	100	85
COc1ccc(/C=C\c2cc(OC)c(OC)c(OC)c2)c(NS(=O)(=O)c2ccc(C)cc2)c1O	6.4*	23	34	7.6*	32	-15*	25	44	-17*
CCCCn1cc(C(=O)/C(C#N)=C/c2cc3cc(C)ccc3nc2Cl)c2ccccc21	104	93	87	97	76	106	93	100	87
CC(=O)O[C@H]1CCC2(C)C(=CCC3C2CCC2(C)/C(=N/OC(=O)c4ccc(N(CCCl)CCCl)cc4)CCC32)C1 (stereo partly drawn)	21	46	101	44	12	70	102	.	28
CC1=C[C@@]2(C)[C@@H](CC[C@@H]3[C@@H]2CC[C@]2(C)[C@@H](O)CC[C@@H]32)CC1=O	97&101	94&93	101&91	87&89	96&114	74&102	105&112	90&114	82&88
[Cl][Hg][c]1ccc2ccccc2c1	-4.3*	-67*	-21*	64	-77*	-87*	2.9*	-53*	-95*
S=P(N1CCOCC1)(N1CC1)N1CC1	71	101	101	111	112	111	106	118	94
CO[C@@H]([CH2][Hg][O]C(=O)c1ccccc1)[C@@H]([CH2][Hg][O]C(=O)c1ccccc1)OC	103	102	93	105	96	85	73	105	-54*
CCCCN1CCCC[C@@H]1C(=O)N[C@H](C(=O)N(C)[C@H](CCc1nc(C(=O)N[C@@H](Cc2ccccc2)C[C@H](C)C(=O)OC)cs1)C(C)C)[C@@H](C)CC	58	63	84	66	49	22	50	71	25
CC(=O)OC1C(OC/C2=C/C3[C@@H](C(C)C)CC=C(C)[C@@H]3CC(OC(=O)/C=C/c3cn(C)cn3)[C@]3(C)C=C[C@@]2(O)O3)OCC(O)C1O (stereo partly drawn)	9.0*	18	63	81	34	-25*	12	17	0.4*

Taken from above.
S=P(N1CCOCC1)(N1CC1)N1CC1 in NCI-H522 = 94
S=C(Cl)Oc1ccccc1 in IGROV1 = 104
[Cl][Hg][c]1ccc2ccccc2c1 in NCI-H460 = -4.3*

Next section:
SMILES	NCI-H460	NCI-H23	NCI-H226	NCI/ADR-RES	IGROV1	COLO 205	SK-OV-3	NCI-H322M	NCI-H522
O=C1NC(=O)C(=Cc2cccn2CCCCCn2c3ccccc3c(=O)c3ccccc32)C(=O)N1	108	96	99	99	99	114	108	98	91
CCCC(C)(COC(N)=O)COC(=O)NC1CC1 (stereo not drawn)	113	105	102	108	.	104	106	110	93
CN1C(=O)[C@@H](NC(=O)c2cc3ccccc3[nH]2)N=C(c2ccccc2)c2ccccc21	88	38	84	27	79	73	118	70	92
C/C=C/CC(C)C(O)[C@H](NC(=O)[C@@H]1CCCN1C(=O)C(C)(C)NC(=O)CCCCCCCCC)C(=O)N[C@@](C)(CC)C(=O)N[C@@H](CCC(N)=O)C(=O)N[C@H](CCC(N)=O)C(=O)NC(C)(C)C(=O)NC(C)(C)C(=O)N[C@@H](CCC(N)=O)C(=O)N[C@H](CC(C)C)C(=O)N[C@H](CO)CC(C)C (stereo partly drawn)	-57*!	49&16	-0.5*!	35&20	72&34	-10*!	81&38	68&31	-26*
COc1ccc(C(=O)O)cc1OC	102	95	108	.	110	.	99	111	111
CCCCCCc1cc(O)c2c3c(c(=O)oc2c1)CCC(C)C3 (stereo not drawn)	102	102	.	98	102	105	114	102	95
CN(C)[C@@H]1C(=O)C(C(=O)NCN(CCCl)CCCl)=C(O)[C@@]2(O)C(=O)C3=C(O)c4c(O)cccc4[C@@](C)(O)[C@H]3C[C@@H]12	70&78	88&87	90&86	87&90	71&86	101&115	90&99	80&94	71&82
CC(=O)c1ccc(N2CCN(C)CC2)cc1	111	101	106	108	128	108	96	119	102
C[C@H](N)[C@H](O)c1ccc(O)c(O)c1	112	104	118	96	106	115	103	104	94
C[C@]12CCC(=O)CC1CC[C@@H]1C2CC[C@@]2(C)C1CC[C@@H]2OC(=O)CC[Se][Se]CCC(=O)O[C@H]1CCC2[C@@H]3CCC4CC(=O)CC[C@]4(C)C3CC[C@@]21C (stereo partly drawn)	96	102	93	93	97	122	160	84	88

Additional structures follow.
SMILES	NCI-H460	NCI-H23	NCI-H226	NCI/ADR-RES	IGROV1	COLO 205	SK-OV-3	NCI-H322M	NCI-H522
CC(C)OC1CCCC(O)C1CC(=O)O (stereo not drawn)	97	102	98	102	110	102	107	94	126
[N-]=[N+]=CC(=O)OCC(N)C(=O)O (stereo not drawn)	22	33	58	38	46	35	46	52	39
O=C1NC(=O)C(C2CCCCCC2)C(=O)N1	110	99	111	110	116	105	99	114	.
C1CCC(N2CCOCC2)CC1	106&100&113	102&91&103	94&94&93	103&99&106	107&107&109	105&111&99	100&103&101	101&101&106	102&92&93
CC1CCCN(C(c2ccccc2)C(O)c2ccccc2)C1 (stereo not drawn)	104	100	100	107	105	103	107	112	79
CCC(C)/C=C(C)/C=C/C(=O)c1c(O)c(-c2ccc(O)cc2)c[nH]c1=O (stereo not drawn)	32	65	91	33	41	105	74	59	34
COc1cccc(C=C(C#N)C#N)c1	107	104	106	109	112	110	102	105	99
Oc1c(Cl)cc(Cl)cc1Cl	108	95	94	105	104	113	102	95	107
CN1[C@@H](CC(=O)c2ccccc2)CCC[C@H]1CC(=O)c1ccccc1	115	97	97	99	26	114	117	110	87
NCCc1ccccn1	113&102	105&101	90&106	106&96	106&89	107&90	104&100	100&96	85&95

New compounds follow
SMILES	NCI-H460	NCI-H23	NCI-H226	NCI/ADR-RES	IGROV1	COLO 205	SK-OV-3	NCI-H322M	NCI-H522
CC1(C)COC(=O)C1Cl (stereo not drawn)	109	98	105	106	113	115	109	113	104
CCN(CC)CCOC(=O)C(OCCCc1ccccc1)(c1ccccc1)c1ccccc1	91	94	103	95	66	95	97	93	68
ClC1=C(Cl)[C@]2(Cl)[C@@H]3[C@@H]([C@H]4C=C[C@@H]3C4)[C@@]1(Cl)C2(Cl)Cl	102	108	97	102	108	115	114	111	89
O=C(Nc1cccc(S(=O)(=O)F)c1)c1ccc([N+](=O)[O-])cc1	105	100	93	100	98	96	94	107	77
COC(=O)c1ccc(NC(=O)Oc2ccc(N(CCCl)CCCl)cc2)cc1	14	45	70	60	61	59	65	96	48
N#C/C=C/C#N	116	113	102	104	106	111	118	110	106
CC1CN1P(=S)(c1ccccc1)N1CC1C (stereo not drawn)	106&113	105&110	103&105	99&109	97	88&110	100&105	105&98	93&94
Clc1ccc(Cn2c(-c3cscn3)nc3ccccc32)cn1	110	103	118	98	99	110	97	95	87
Nc1ccc(N)cc1 (tested in a mixture with another compound)	103	102	91	107	97	106	95	98	.
CC1(C)CC2(CC(C)(C)c3cc(O)c(O)cc32)c2cc(O)c(O)cc21	98	108	86	103	98	102	97	102	37

New compounds follow.
SMILES	NCI-H460	NCI-H23	NCI-H226	NCI/ADR-RES	IGROV1	COLO 205	SK-OV-3	NCI-H322M	NCI-H522
CCC1C(=O)NC(=O)NC1=O	103	98	94	101	100	113	102	107	95
O=[N+]([O-])c1cc(C(F)(F)F)cc([N+](=O)[O-])c1Cl	111	112	103	123	95	98	90	90	95
N/N=C(N)/C(N)=N/N	105	102	95	111	122	121	109	101	119
CC(O)c1cccc(Br)c1 (stereo not drawn)	117	105	116	105	127	120	129	117	102
COC(=O)c1ccc(OC)c(OC)c1	110	103	92	107	107	103	103	100	93
S=C1NP(=S)(S)Nc2ccccc21 (stereo not drawn)	108	95	85	99	86	119	107	94	96
O=C1OCCC1Br (stereo not drawn)	105	103	103	106	110	120	99	98	84
C[C@@]1(CCCCCCCCCc2ccc(O)cc2)C[C@]2(C)OC(=O)C[C@@H]2OO1	108	99	102	53	-51*	124	122	105	90
O=C1NC(=S)NC(=O)C1=Cc1ccccc1	104	86	98	98	119	103	.	119	117
CCc1cc2c(cc1O)C(C)(C)CCC2(C)C	113	93	104	95	.	106	106	101	93

Additional entries follow:
SMILES	NCI-H460	NCI-H23	NCI-H226	NCI/ADR-RES	IGROV1	COLO 205	SK-OV-3	NCI-H322M	NCI-H522
c1ccc2c(c1)-c1cccc3cccc-2c13	105	102	100	111	123	123	124	102	76
COC(=O)[C@H](Cc1c[nH]c2ccccc12)NC(=O)[C@@H](OC)[C@@H]1Cc2cc3cc(OC4CC(OC5CC(O)C(O)C(C)O5)C(O)C(C)O4)c(C)c(O)c3c(O)c2C(=O)[C@H]1OC1CC(OC2CC(OC3CC(C)(O)C(O)C(C)O3)C(O)C(C)O2)C(O)C(C)O1 (stereo partly drawn)	6.6*	-20*	-39*	77	23	-39*	18	6.4*	-28*
Nc1nc(N)c2c3c([se]c2n1)CCCCC3	101	98	90	105	104	107	105	104	98
Cc1cc(N(CCCl)CCCl)ccc1/C=N\NC(=O)c1ccncc1	26	88	-8.0*	81	87	98	95	113	101
CC1(C)N=C(N)N=C(N)N1c1cccc(CCCCc2ccc(Cl)c(S(=O)(=O)F)c2)c1	21	28	57	104	.	73	73	55	-9.6*

Record cards, from the list above:
Record of CN(C)[C@@H]1C(=O)C(C(=O)NCN(CCCl)CCCl)=C(O)[C@@]2(O)C(=O)C3=C(O)c4c(O)cccc4[C@@](C)(O)[C@H]3C[C@@H]12 → NCI-H460: 70&78; NCI-H23: 88&87; NCI-H226: 90&86; NCI/ADR-RES: 87&90; IGROV1: 71&86; COLO 205: 101&115; SK-OV-3: 90&99; NCI-H322M: 80&94; NCI-H522: 71&82
Record of CC(=O)c1ccc(N2CCN(C)CC2)cc1 → NCI-H460: 111; NCI-H23: 101; NCI-H226: 106; NCI/ADR-RES: 108; IGROV1: 128; COLO 205: 108; SK-OV-3: 96; NCI-H322M: 119; NCI-H522: 102
Record of CC1CN1P(=S)(c1ccccc1)N1CC1C (stereo not drawn) → NCI-H460: 106&113; NCI-H23: 105&110; NCI-H226: 103&105; NCI/ADR-RES: 99&109; IGROV1: 97; COLO 205: 88&110; SK-OV-3: 100&105; NCI-H322M: 105&98; NCI-H522: 93&94

From PubChem BioAssay
